Compound activity from PubChem.
TDP1 block – blocks human tyrosyl-DNA phosphodiesterase 1; Q9NUW8; recombinant TDP1, AlphaScreen DNA substrate cleavage; Potency, µM (series often up to 130 µM), without a hit: at the highest dose activity change, negative = inhibition, hits mostly inhibitors; 350,000 compounds, 0.28% hits; also: nearly all actives have a fitted effect of over 40% in size
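Recombinant E. coli-expressed Tdp1 (1 nM) preincubated with compound 15 min at RT, then 5'-biotin/3'-phosphotyrosine-FITC DNA substrate (15 nM) added for 5 min. AlphaScreen beads (10 ug/ml) added, 10 min RT; tyrosine-FITC cleavage read as signal loss.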
KAT2A inh – blocks human GCN5L2 histone acetyltransferase | Potency, µM (series often up to 58.9 µM), for the others: top-dose activity change, negative = inhibition, most hits filed as inhibitors | GCN5L2 HAT assay, ThioGlo1 CoA-SH fluorescence | 390,000 compounds, 0.21% hits
Target sequence (Q92830 whole entry, looked up): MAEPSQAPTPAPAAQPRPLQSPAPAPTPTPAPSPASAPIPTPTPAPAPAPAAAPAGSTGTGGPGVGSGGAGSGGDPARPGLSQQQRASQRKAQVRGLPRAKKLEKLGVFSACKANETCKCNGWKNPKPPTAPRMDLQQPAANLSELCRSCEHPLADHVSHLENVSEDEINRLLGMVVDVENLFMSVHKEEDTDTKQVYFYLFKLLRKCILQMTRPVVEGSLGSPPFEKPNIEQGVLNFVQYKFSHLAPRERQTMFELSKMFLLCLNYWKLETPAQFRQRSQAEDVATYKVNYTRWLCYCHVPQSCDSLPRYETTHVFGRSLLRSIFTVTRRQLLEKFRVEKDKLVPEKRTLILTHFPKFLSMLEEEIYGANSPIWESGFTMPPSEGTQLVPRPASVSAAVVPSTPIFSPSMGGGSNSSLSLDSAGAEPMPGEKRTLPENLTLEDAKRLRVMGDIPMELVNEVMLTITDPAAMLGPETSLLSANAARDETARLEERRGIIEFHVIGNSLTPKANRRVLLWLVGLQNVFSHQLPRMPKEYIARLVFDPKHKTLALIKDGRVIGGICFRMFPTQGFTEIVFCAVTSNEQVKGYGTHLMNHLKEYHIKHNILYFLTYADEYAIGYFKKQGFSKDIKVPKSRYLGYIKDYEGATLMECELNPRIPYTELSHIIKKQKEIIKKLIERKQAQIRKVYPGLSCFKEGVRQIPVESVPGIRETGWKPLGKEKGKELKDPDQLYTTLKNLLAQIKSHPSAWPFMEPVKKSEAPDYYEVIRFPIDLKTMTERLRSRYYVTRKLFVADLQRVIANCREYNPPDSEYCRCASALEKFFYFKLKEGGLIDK
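GCN5L2 (20nM final) in 50mM HEPES, 0.1mM EDTA pH 7.5, 0.01% Tween-20 was preincubated 15 min at room temperature with compound, then given ThioGlo1 (50uM), H3(1-25) peptide (75uM) and acetyl-CoA (70uM); CoA-thiol fluorescence (Ex340/Em540) was read at 0 and 20 min.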
DT40 TDP1 no CPT – qHTS for Inhibitors of human tyrosyl-DNA phosphodiesterase 1 (TDP1): qHTS in cells in absence of CPT | Potency, µM (titrated, usually from 46.2 µM), without a hit: top-dose activity change, negative = growth inhibition, most hits filed as inhibitors | DT40 Tdp1-/- hTDP1 cells, no CPT, ATP luminescence, 48 h | 420,000 compounds, 15% hits | AID 686978, 2013; also: nearly all actives have a fitted effect of over 55% in size
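Stably hTDP1-transfected Tdp1-null chicken DT40 cells were treated with library compounds minus camptothecin and grown for at least 48 hr at 37 °C, after which cellular ATP was quantified by luminescence.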
* = called active by the depositor; & = joins results of further samples; [ ] = dose if it differs, or a comment. Calls follow the shape of the dose curve; as a rule, active = well fitted curve in the direction sought with a large enough effect; inconclusive = small, poorly fitted or top-dose-only effect, or another doubt; inactive = no such curve, though single readings can be large; an effect the other way counts as inactive or inconclusive. % is scaled to controls: 0 for no effect and ±100 for the full control effect; potency is read from the fitted curve at half-maximal effect. These rows are one share of the data (hit frequency here may not be typical).

Screening Cc1cccc(OCC(=O)N(Cc2ccco2)C2CCS(=O)(=O)C2)c1C (stereo unspecified) returned KAT2A inh inconclusive and DT40 TDP1 no CPT inconclusive.
`COCc1cc(=O)n2[nH]c(-c3ccc(C)cc3)cc2n1` gave TDP1 block 3%, KAT2A inh 2% and DT40 TDP1 no CPT -12%.
CCc1nc(C)c(-c2ccccc2)c(=O)[nH]1 was read as TDP1 block 3%, KAT2A inh 2% and DT40 TDP1 no CPT -7%.
Nc1ccc2c(c1)OCCOCCOCCOCCOCCO2 was read as TDP1 block 3%, KAT2A inh -5% and DT40 TDP1 no CPT 0%.
For COc1cc(C#Cc2c(-c3cncn3C)n(C)c3ccc(-c4ccc5[nH]ccc5c4)cc23)cc(OC)c1 the results were TDP1 block 2%, KAT2A inh 4% and DT40 TDP1 no CPT inconclusive.
For CC(C)c1ccc(Nc2c(-c3ccc(N4CCOCC4)cc3)nc3ncccn23)cc1 the results were TDP1 block -5%, KAT2A inh -1% and DT40 TDP1 no CPT -24%.
CCOc1ccc(-n2c(SCC(=O)Nc3cc(C(=O)O)ccc3Cl)nc3ccccc3c2=O)cc1 was read as KAT2A inh -5% and DT40 TDP1 no CPT inconclusive.
Screening CCN(CC(=O)Nc1c(F)cccc1F)C(=O)CNC(=O)c1ccc2ccccc2c1 returned TDP1 block 0%, KAT2A inh -3% and DT40 TDP1 no CPT inconclusive.
CCOc1ccc(N2CC(C(=O)N3CCCCC3)CC2=O)cc1 (stereo unspecified) was read as TDP1 block 0%, KAT2A inh 1% and DT40 TDP1 no CPT -5%.
COc1ccc(CSc2ncn[nH]2)cc1[N+](=O)[O-] was read as TDP1 block 5%, KAT2A inh -3% and DT40 TDP1 no CPT -21%.
COCC(=O)N1CCC2(CCN(Cc3cc(C(F)(F)F)cc(C(F)(F)F)c3)CC2)CC1 was read as KAT2A inh -14% and DT40 TDP1 no CPT inconclusive.
`Cc1ccc(S(=O)(=O)N2CCOCC2)cc1C(=O)NCc1cccnc1` gave TDP1 block -9%, KAT2A inh -24% and DT40 TDP1 no CPT -1%.
For CCN(CC)C(=O)CSc1nc2cc3c(cc2c(=O)n1CCCC(=O)NCCc1ccc(OC)c(OC)c1)OCO3 the results were TDP1 block 5%, KAT2A inh -1% and DT40 TDP1 no CPT 18µM*.
Screening CCOC(=O)CSc1nnc(CNC(=O)c2ccco2)n1-c1ccc(F)cc1 returned TDP1 block -3%, KAT2A inh 2% and DT40 TDP1 no CPT 7%.
`COC(=O)C1Cc2ccccc2CN1S(=O)(=O)c1ccc(F)cc1` (stereo unspecified) gave KAT2A inh 5% and DT40 TDP1 no CPT 6%.
COc1ccc2c(c1)C1=NN(/C(C)=C/C(C)=O)C(c3cccc(F)c3)C1CC2 (stereo unspecified) was read as TDP1 block 5%, KAT2A inh -9% and DT40 TDP1 no CPT -15%.
`CC(CN1CCN(C)CC1)OC(=O)c1cccc(Cl)c1` (stereo unspecified) gave KAT2A inh -9% and DT40 TDP1 no CPT 7%.
Screening Cc1ccc(S(=O)(=O)N(C(=O)c2ccncc2)c2ccc(OC(=O)c3ccncc3)cc2)c(C)c1 returned TDP1 block 2%, KAT2A inh -6% and DT40 TDP1 no CPT inconclusive.
COc1ccc(N(CC(=O)NCCSc2ccccn2)S(=O)(=O)c2ccccc2)c(OC)c1 was read as KAT2A inh -1% and DT40 TDP1 no CPT 21µM*.
`CCOC(=O)C1(CCOc2ccccc2)CCN(Cc2cccc3c2OCO3)CC1` gave TDP1 block 1%, KAT2A inh 0% and DT40 TDP1 no CPT 15µM*.
For CC1CCCC(NC(=O)COC(=O)COc2ccccc2Cl)C1C (stereo unspecified) the results were TDP1 block 8%, KAT2A inh -3% and DT40 TDP1 no CPT 0%.
CN1CCN(/N=C/c2ccc(OCc3ccccc3)cc2)CC1 was read as KAT2A inh -3% and DT40 TDP1 no CPT inconclusive.
For O=C(NCc1ccccc1)C1(c2cccc(F)c2)CCCC1 the results were TDP1 block -1%, KAT2A inh 1% and DT40 TDP1 no CPT inconclusive.
Screening CCc1cccc(NC(=O)CC2Oc3ccc(C)cc3NC2=O)c1 (stereo unspecified) returned TDP1 block -2%, KAT2A inh -3% and DT40 TDP1 no CPT 0%.
`O=C(NCCS(=O)(=O)N1CCN(c2ccccc2F)CC1)c1ccco1` gave TDP1 block 1%, KAT2A inh -4% and DT40 TDP1 no CPT inconclusive.
`FC(F)(F)Sc1ccc(NC(=S)NCc2ccccc2)cc1` gave TDP1 block -3%, KAT2A inh -8% and DT40 TDP1 no CPT 21µM*.
Screening O=C(COc1ccccc1F)Nc1ccc2oc(-c3cccc(Cl)c3)nc2c1 returned TDP1 block -7%, KAT2A inh -2% and DT40 TDP1 no CPT -6%.
`COCCn1c(SCC(=O)NC(=O)NC2CCCCC2)nc2ccccc2c1=O` gave TDP1 block 1%, KAT2A inh -5% and DT40 TDP1 no CPT 15µM*.
For CCCS(=O)(=O)c1c(S(=O)(=O)CCC)c2cnccn2c1C(=O)c1ccc(CC)cc1 the results were TDP1 block -4%, KAT2A inh -5% and DT40 TDP1 no CPT inconclusive.
Cc1nn(C)c(C(=O)NNC(=S)Nc2ccc(F)cc2)c1[N+](=O)[O-] was read as TDP1 block 9%, KAT2A inh 1% and DT40 TDP1 no CPT -4%.

Ordered by number of heavy atoms (high to low): part of the list above
`CCOC(=O)C1(CCOc2ccccc2)CCN(Cc2cccc3c2OCO3)CC1` gave TDP1 block 1%, KAT2A inh 0% and DT40 TDP1 no CPT 15µM*.
Cc1nn(C)c(C(=O)NNC(=S)Nc2ccc(F)cc2)c1[N+](=O)[O-] was read as TDP1 block 9%, KAT2A inh 1% and DT40 TDP1 no CPT -4%.
CN1CCN(/N=C/c2ccc(OCc3ccccc3)cc2)CC1 was read as KAT2A inh -3% and DT40 TDP1 no CPT inconclusive.

The results go on.
`COC(=O)Cn1ncn2cccc2c1=O` gave TDP1 block 0%, KAT2A inh -8% and DT40 TDP1 no CPT -6%.
Screening COc1ccc(OCC(=O)Nc2ccc(O)c(-c3nc4ccccc4s3)c2)cc1 returned TDP1 block -14%[12.3 µM], KAT2A inh inconclusive and DT40 TDP1 no CPT inconclusive.
For CCOC(=O)C1=C(C)OC(N)=C(C#N)C1c1cc2cc(C)ccc2nc1N1CCCCC1 (stereo unspecified) the results were TDP1 block 7%, KAT2A inh -6% and DT40 TDP1 no CPT inconclusive.
CCOC(=O)CC(NC(=O)Cn1nnc(-c2ccc(Cl)cc2)n1)c1ccc(OC)cc1 (stereo unspecified) was read as TDP1 block 8%, KAT2A inh -6% and DT40 TDP1 no CPT -25%.
O=c1c2cccc3c(N4CCOCC4)ccc(c32)c2nc3ccccc3n12 was read as TDP1 block -2% and KAT2A inh -14%.
Screening Cc1ccc(/C=N/NC(=O)Cc2cccn2C)s1 returned TDP1 block -3%, KAT2A inh -7% and DT40 TDP1 no CPT -28%.
CC(=O)c1c(O)cc(C(C)C)n(-c2ccccc2)c1=O was read as TDP1 block 5%, KAT2A inh -1% and DT40 TDP1 no CPT -7%.
Screening CCOc1cc(NC(=S)NCCOC)c(OCC)cc1NC(=O)c1cccs1 returned TDP1 block 4%, KAT2A inh -11% and DT40 TDP1 no CPT -14%.
CSc1ccccc1NC(=S)NC1CCCC1 was read as TDP1 block 4%, KAT2A inh -1% and DT40 TDP1 no CPT 10%.
Cc1cccc(/N=C/c2c(O)[nH]c3ccccc23)n1 was read as TDP1 block 6%, KAT2A inh -10% and DT40 TDP1 no CPT inconclusive.
`O=C(OCCO)c1cc(Cl)c(C(=O)OCCO)cc1Cl` gave TDP1 block 4%, KAT2A inh 1% and DT40 TDP1 no CPT -3%.
`CN(CC(=O)Nc1c(Cl)cccc1Cl)C(=O)CCNS(=O)(=O)c1ccccc1C(F)(F)F` gave TDP1 block -1%, KAT2A inh 0% and DT40 TDP1 no CPT inconclusive.
O=c1c2cc(Br)ccc2[nH]c(=S)n1Cc1ccccn1 was read as TDP1 block 5%, KAT2A inh -3% and DT40 TDP1 no CPT inconclusive.
`CCc1ccc(NC(=O)CSc2nc3c(sc4ccccc43)c(=O)n2CCCOC(C)C)cc1` gave TDP1 block 2%, KAT2A inh 3% and DT40 TDP1 no CPT 21µM*.
For CC(=O)Nc1ccc2nc(SCCOc3cc(C)cc(C)c3)sc2c1 the results were TDP1 block -2%, KAT2A inh -6% and DT40 TDP1 no CPT 16µM*.
`CC(=O)Oc1cccc(N2C(=O)c3ccc(C(=O)Nc4c[nH]c(=O)[nH]c4=O)cc3C2=O)c1` gave TDP1 block 5%, KAT2A inh -5% and DT40 TDP1 no CPT -1%.
`O=C(NCCC1=CCCCC1)C(=O)NCC(c1ccco1)N1CCN(c2ccc(F)cc2)CC1` (stereo unspecified) gave TDP1 block 6%, KAT2A inh 1% and DT40 TDP1 no CPT inconclusive.
For N/C(=N\OC(=O)CCC1CCCC1)c1ccncc1 the results were TDP1 block 5%, KAT2A inh 4% and DT40 TDP1 no CPT -13%.
`CCCSc1nc(NCc2ccco2)c2c3c(sc2n1)COC(C)(CC)C3` (stereo unspecified) gave TDP1 block 4%, KAT2A inh inconclusive and DT40 TDP1 no CPT inconclusive.
For Cc1cc(=O)oc(C)c1C(=O)Nc1ccc2ncccc2c1 the results were TDP1 block 5%, KAT2A inh -1% and DT40 TDP1 no CPT -9%.
For O=C(Nc1ccccc1)OCc1cncs1 the results were KAT2A inh -14% and DT40 TDP1 no CPT -24%.
`COC(c1ccccc1)c1nnc(CCC(=O)NC2C3CC4CC(C3)CC2C4)o1` (stereo unspecified) gave TDP1 block -3%, KAT2A inh -7% and DT40 TDP1 no CPT inconclusive.
For O=C(NCCSc1c[nH]c2ccccc12)c1ccc2c(c1)OCO2 the results were TDP1 block 3%, KAT2A inh 5% and DT40 TDP1 no CPT -20%.
`CCCCSc1nnc2c(n1)OC(c1ccc(Br)s1)Nc1ccccc1-2` (stereo unspecified) gave KAT2A inh -5% and DT40 TDP1 no CPT 18µM*.
CCOC(=O)C1=C(C)OC(N)=C(C#N)C1c1cccc(C)c1 (stereo unspecified) was read as TDP1 block -4%, KAT2A inh -1% and DT40 TDP1 no CPT -1%.
For COCCn1c(C)cc(O)c(C(c2ccccc2)N2CCN(CCO)CC2)c1=O (stereo unspecified) the results were TDP1 block 3%, KAT2A inh 7% and DT40 TDP1 no CPT -7%.
Screening CNS(=O)(=O)c1cccc(C(=O)OCC(=O)Nc2ccc(Cl)cn2)c1 returned KAT2A inh -10% and DT40 TDP1 no CPT 5%.
Screening CC(=O)Nc1cccc(/C(C)=N/NC(=O)c2ccc(O)cc2)c1 returned TDP1 block 2%, KAT2A inh 4% and DT40 TDP1 no CPT 16%.
CCOC(=O)Cn1nc(-c2ccccc2)ccc1=O was read as TDP1 block -1%, KAT2A inh -4% and DT40 TDP1 no CPT -9%.
`CCOC(=O)C1=C(C)NC(C)=C(C(=O)OCC)C1c1ccccn1` gave TDP1 block 1%, KAT2A inh -6% and DT40 TDP1 no CPT inconclusive.
For CCCCC[C@H](O)CC[C@H]1[C@H](O)CC(=O)[C@@H]1CCCCCCC(=O)O the results were TDP1 block 9%&11%, KAT2A inh -3% and DT40 TDP1 no CPT 4%[4.12 µM].
`CC1CCCN(C(=O)Cc2cn(Cc3cccc(Cl)c3)c3ccccc23)C1` (stereo unspecified) gave TDP1 block 3%, KAT2A inh -13% and DT40 TDP1 no CPT 15µM*.
COCCN(CCOC)C(=O)c1cc2c(=O)n3ccccc3nc2n1C was read as TDP1 block -3%, KAT2A inh -16% and DT40 TDP1 no CPT -23%.

Random excerpt: 2 compounds from above
Screening Cc1ccc(S(=O)(=O)N(C(=O)c2ccncc2)c2ccc(OC(=O)c3ccncc3)cc2)c(C)c1 returned TDP1 block 2%, KAT2A inh -6% and DT40 TDP1 no CPT inconclusive.
`O=C(NCCC1=CCCCC1)C(=O)NCC(c1ccco1)N1CCN(c2ccc(F)cc2)CC1` (stereo unspecified) gave TDP1 block 6%, KAT2A inh 1% and DT40 TDP1 no CPT inconclusive.

Two successive records out of the list so far, for reference:
`CC1CCCN(C(=O)Cc2cn(Cc3cccc(Cl)c3)c3ccccc23)C1` (stereo unspecified) gave TDP1 block 3%, KAT2A inh -13% and DT40 TDP1 no CPT 15µM*.
COCCN(CCOC)C(=O)c1cc2c(=O)n3ccccc3nc2n1C was read as TDP1 block -3%, KAT2A inh -16% and DT40 TDP1 no CPT -23%.
